From PubChem BioAssay
GlmU inhibition: inhibition of mycobacterial GlmU enzyme – biochemical, glucosamine-1-phosphate acetyltransferase (AID 1376); Bifunctional protein GlmU (Mycobacterium tuberculosis (strain ATCC 25618 / H37Rv)); M. tuberculosis GlmU acetyltransferase enzyme assay; higher % means a stronger effect; inhibition, %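 (tested at 30 µM in the primary screen)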, or IC50 in µM where a hit was titrated; hit rate 0.25% among 220,000; in the data active means inhibition above about 13%;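 further: 0% = complete reaction with vehicle and 100% = reaction without substrate; strong numbers were not always called active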
RmlCD inh 1536: M. tuberculosis RmlC/RmlD coupled enzyme inhibitors, primary screen, biochemical, compound mixtures, 384-well, from 1536-well plates | inhibition, % at 3.6 µM | RmlC+RmlD coupled enzyme assay, percent inhibition; primary screen in compound mixtures | hit rate 0.03% among 160,000; in the data active means inhibition mostly above about 34%, no sharp cut-off; further: some results filed as inactive read as strong as hits
Target sequence (P9WH09 whole entry, looked up): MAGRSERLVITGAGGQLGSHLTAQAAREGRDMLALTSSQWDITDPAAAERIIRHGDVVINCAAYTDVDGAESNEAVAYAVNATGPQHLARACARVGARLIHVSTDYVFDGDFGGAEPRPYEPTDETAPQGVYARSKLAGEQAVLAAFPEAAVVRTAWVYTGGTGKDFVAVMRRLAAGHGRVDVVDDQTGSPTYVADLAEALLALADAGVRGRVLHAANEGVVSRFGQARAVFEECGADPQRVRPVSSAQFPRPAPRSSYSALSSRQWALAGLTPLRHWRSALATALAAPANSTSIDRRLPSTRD
Target sequence (P9WH11 whole entry, looked up): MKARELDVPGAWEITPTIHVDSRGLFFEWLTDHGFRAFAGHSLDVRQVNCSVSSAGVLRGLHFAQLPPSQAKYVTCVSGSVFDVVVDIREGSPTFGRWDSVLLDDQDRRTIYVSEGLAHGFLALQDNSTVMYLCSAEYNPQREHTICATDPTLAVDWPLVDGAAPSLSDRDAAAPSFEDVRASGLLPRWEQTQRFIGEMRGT
Starred values were filed as active, the others as inactive; . = not tested or not shown.

SMILES	GlmU inhibition	RmlCD inh 1536
O=C1c2ccccc2C(=O)N1Cc1ccc2c(c1)OCO2	-4.6%	18
CC1(C)Cc2c(c(-c3ccccc3)[nH]c(=O)c2C#N)CO1	-0.2%	.
FC(F)(F)c1cccc(OCc2noc(-c3ccsc3)n2)c1	4.5%	.
CCOC(=O)N1CCC(N(CCN(C)C)C(=S)Nc2ccccc2C)CC1	-0.1%	2
CNS(=O)(=O)c1cnccc1N1CCN(c2cccc(C(F)(F)F)c2)CC1	1.0%	.
O=C(CCS(=O)(=O)c1ccc(Br)cc1)N1CCC2(CC1)OCCO2	-3.0%	-8
CCOC(=O)CC1C(=O)NCCN1Cc1cccs1 (stereo not given)	-4.6%	6
C/C(=N\NC(=O)C(C)n1nc(C)c([N+](=O)[O-])c1C)c1ccccc1O (stereo not given)	-1.5%	1
COc1cccc(/C=N/Nc2ncccc2[N+](=O)[O-])c1OC	-4.2%	44
CCCCn1c(=O)[nH]c(=O)c2c1nc(-c1cc3c(cc1Br)OCO3)n2C	1.9%	-7
C[C@H]1CC[C@H]2C(=O)N[C@H](Cc3ccccc3)C(=O)N2[C@@H]1c1ccccc1	1.5%	.
COc1ccc2[nH]c(=O)c(CN(C)C(=O)C3CCCCC3)cc2c1	-4.5%	-3
O=C(c1cccn(Cc2ccc(C(F)(F)F)cc2)c1=O)N1CCOCC1	-5.2%	-10
O=C(c1ccc(F)cc1)N1CCN(c2cc(=O)[nH]nc2-c2ccccc2)CC1	3.9%	.
CC(=O)c1cc(CN2CCN(CC=C(C)C)C(CCO)C2)cs1 (stereo not given)	1.9%	-1
CN(C)C(=Nc1ccccc1)P(=S)(N(C)C)N(C)C	-3.4%	-10
Cc1c(F)cccc1NC(=O)CSCC(=O)Nc1ccccc1	22%	.
CC(C)N1C(=O)S/C(=C/c2ccc(Sc3nc4ccccc4[nH]3)o2)C1=O	1.3%	-10
CC(C)c1ccc(NS(=O)(=O)c2ccc3[nH]cc(C(=O)N4CCC(C(N)=O)CC4)c(=O)c3c2)cc1	0.4%	-6
CC(Cl)C(=O)c1c(N)n(C)c(=O)n(C)c1=O (stereo not given)	-2.6%	.
CN(C)c1ccc(CN(C(=O)/C=C/c2ccco2)C2CCS(=O)(=O)C2)cc1 (stereo not given)	7.7%	-10
COc1ccc(-n2nnnc2SCC(=O)N2C(C)CCCC2C)c(OC)c1 (stereo not given)	1.5%	5
N#CCCNCC1(c2ccccc2)CCCC1	2.6%	.
CC(=O)Nc1sc(/C(C#N)=C\c2cccc(Cl)c2)nc1-c1ccc(C)cc1	-3.1%	19
Cc1cc(N/N=C\c2ccccc2)nc(-c2ccccc2O)n1	0.2%	-5
O=C(NCc1ccncc1)Nc1ccc(Cl)cc1Cl	-2.7%	7
COc1ccc(-c2nc(N)sc2C2(O)C(=O)Nc3c(Br)cc(F)cc32)cc1OC (stereo not given)	-1.8%	1
COc1ccc(N2C(=O)CC(Sc3n[nH]c(-c4cccc(C)c4)n3)C2=O)cc1 (stereo not given)	-0.1%	19
CCCCn1cnc2sc(-c3ccccc3)cc2c1=O	6.6%	-2
COc1ccc(OCc2csc(N)n2)cc1	0.2%	-2
CC1(C)NC(=O)N(CCCCOc2ccc3c(c2)CCC3)C1=O	-3.0%	33
COc1ccccc1N(CC(O)Cn1c2ccccc2c2ccccc21)S(=O)(=O)c1ccccc1 (stereo not given)	-1.7%	-1
Cc1occc1-c1nnc(SCC(=O)NCc2ccco2)n1CC(C)C	1.9%	.
CC(=O)Nc1cc2c(cc1C(=O)c1ccc(C)cc1)OCCO2	-0.5%	11
CC(C)(c1ccccc1)c1ccc(OCCn2cnc3ccccc3c2=O)cc1	5.4%	.
O=C(O)COc1cccc2nsnc12	0.1%	.
O=C(O)COc1ccccc1/C=N/NC(=O)CN1CCN(Cc2ccc(Cl)cc2)CC1	4.5%	-5
Cn1cc(CC(=O)NCCN2CCOCC2)c2ccccc21	-6.0%	-9
CCCc1cc(=O)[nH]c(SCC(=O)c2cc(C)n(CC(F)(F)F)c2C)n1	-3.1%	-3
Nc1ccc(Br)c2c1C(=O)c1ccccc1C2=O	0.6%	.

6 entries picked at random from the list so far, as already listed:
SMILES	GlmU inhibition	RmlCD inh 1536
CC(=O)Nc1cc2c(cc1C(=O)c1ccc(C)cc1)OCCO2	-0.5%	11
CC(C)(c1ccccc1)c1ccc(OCCn2cnc3ccccc3c2=O)cc1	5.4%	.
CN(C)c1ccc(CN(C(=O)/C=C/c2ccco2)C2CCS(=O)(=O)C2)cc1 (stereo not given)	7.7%	-10
COc1ccc(OCc2csc(N)n2)cc1	0.2%	-2
COc1ccc(-n2nnnc2SCC(=O)N2C(C)CCCC2C)c(OC)c1 (stereo not given)	1.5%	5
Cc1cc(N/N=C\c2ccccc2)nc(-c2ccccc2O)n1	0.2%	-5

Continuation.
SMILES	GlmU inhibition	RmlCD inh 1536
Cc1ccc(N(C(=O)c2ccc(S(=O)(=O)N3CCOCC3)cc2)C2C=CS(=O)(=O)C2)cc1 (stereo not given)	-3.4%	-8
COC(=O)c1ccc(CN(c2ccccc2Cl)S(C)(=O)=O)cc1	-3.3%	-16
OCCC1CN(Cc2ccccn2)CCN1C1CCCC1 (stereo not given)	0.9%	-10
COc1ccc2nc3cc(Cl)ccc3c(C#N)c2c1	2.5%	9
O=C(CN1CCN(Cc2ccc(F)cc2Cl)C1=O)NCCc1ccccc1	4.2%	6
CNC(=S)N1N=C(c2ccccc2)CC1c1ccccc1Cl (stereo not given)	-3.2%	-3
COc1ccc(CNCC(O)(c2ccccc2)c2ccccc2)cc1OC	4.0%	3
C=CCn1c(SCn2nnc3ccccc3c2=O)nnc1C1CCCCC1	3.2%	.
COc1cc(C(=O)NC(=S)Nc2csc(-c3ccc(F)cc3)n2)cc(OC)c1OC	-5.6%	-8
CCCc1nnc(SCC(=O)N2CCCCC2C)n1CC (stereo not given)	-1.6%	7
CCCN(CCC(=O)Nc1ccccc1F)CC1CC1	-0.1%	-7
COC(CN(C(=O)CCl)C(C(=O)NC1CCCCC1)c1ccc(Cl)cc1)OC (stereo not given)	2.2%	-11
O=C1C2CC=CCC2C(=O)N1c1ncn[nH]1 (stereo not given)	0.7%	.
OC(COc1ccccc1)CN1CCN(c2ncccn2)CC1 (stereo not given)	9.0%	8
COC(=O)Cc1c(C(=O)OC)nnn1-c1ccc(OC)cc1	3.2%	22
CS(=O)(=O)c1cnc(-c2ccccc2)nc1-c1ccccc1Cl	2.9%	7
CCC1CC2(C)NC(=O)c3c(sc4c3CC(C)(C)OC4)N2C1=O (stereo not given)	.	-10
CCOC(=O)c1ccc(Cl)c(NC(=O)c2ccc(-c3ccccc3)cc2)c1	2.1%	.
COc1ccc(CN2C(=O)c3cccnc3C2Nc2cc(Cl)c(OC)cc2OC)cc1 (stereo not given)	0.3%	-6
COc1ccc(-c2c(C#N)sc(C(N)=O)c2-c2ccc(OC)cc2)cc1	3.2%	4

Continued (2 carried over from the part before).
SMILES	GlmU inhibition	RmlCD inh 1536
COc1ccc(CN2C(=O)c3cccnc3C2Nc2cc(Cl)c(OC)cc2OC)cc1 (stereo not given)	0.3%	-6
COc1ccc(-c2c(C#N)sc(C(N)=O)c2-c2ccc(OC)cc2)cc1	3.2%	4
CCN(C(=O)CN1CCCCC1)C1(C)C(=O)c2ccccc2C1=O	0.4%	3
COc1ccc(NS(=O)(=O)c2cc(NC(=O)c3cccnc3Cl)ccc2N2CCCC2)cc1	-0.6%	.
CC1(C)CC(=O)C2=C(C1)OC(N)=C(C#N)C2C1C=CCCC1 (stereo not given)	-4.5%	.
CN(C)C(=O)C(=O)c1cccn1-c1cccc(Cl)c1C#N	-4.4%	0
O=C(NCc1ccco1)c1cccc2c1C(=O)N(C1CCCCC1)C2	-7.5%	2
O=c1cc(-c2ccc(Cl)c(Cl)c2)[nH][nH]1	1.2%	.
Cc1ccc(C(=O)NCCc2ccc(S(N)(=O)=O)cc2)cc1[N+](=O)[O-]	2.2%	-2
CCc1ccccc1N1CC(C(=O)O)CC1=O (stereo not given)	9.3%	.
O=C(Nc1ccc(N2C(=O)C3C4C=CC(C4)C3C2=O)cc1)Nc1nncs1 (stereo not given)	1.9%	.
CCCc1cc(C(=O)NCc2ccc(OC)cc2)no1	-1.5%	-5
COc1cccc(/C=C2\N=C(C3CCCCC3)OC2=O)c1OC	-2.9%	-1
Cc1ccc(-n2c(=O)c(C#N)cc3c(=O)n4cccc(C)c4nc32)cc1	5.6%	.
Nc1ccc2oc(-c3cccc4ccccc34)nc2c1	4.5%	3
CCc1ccccc1NC(=O)/C(C#N)=C/c1ccc(Sc2ccccc2)o1	-4.2%	-5
O=C(CSc1ccc2nnc(-c3cccnc3)n2n1)N1CCOCC1	4.4%	8
CC1(C(=O)NCCN2CCOCC2)C=CC2(CCCCC2)N1C(=O)c1ccccc1 (stereo not given)	1.1%	.
O=[N+]([O-])c1ccc(N2CCOCC2)cc1N1CCCCC1	-6.4%	9
Cc1ccc(-c2csc(/C(C#N)=C(\O)CCl)n2)cc1	1.2%	2
COc1ccc(C2/C(=C(/O)c3ccc(C)cc3)C(=O)C(=O)N2C)cc1 (stereo not given)	0.1%	4
C=CCc1ccc(OCCCCNC(C)CC)c(OC)c1 (stereo not given)	-0.6%	.

Reprinted from the part before: two entries; new compounds follow.
SMILES	GlmU inhibition	RmlCD inh 1536
COc1ccc(C2/C(=C(/O)c3ccc(C)cc3)C(=O)C(=O)N2C)cc1 (stereo not given)	0.1%	4
C=CCc1ccc(OCCCCNC(C)CC)c(OC)c1 (stereo not given)	-0.6%	.
CCOC(=O)C1=NN(c2ccc(OC)cc2)C2C(=O)N(c3ccccc3OC)C(=O)C12 (stereo not given)	6.8%	.
O=C(Nc1ccc(-c2nc3ccccc3o2)cc1)c1cc(-n2cnnc2)ccc1Cl	-0.7%	7
CN(C(=O)c1cccs1)c1ccccc1C(=O)O	-1.3%	10
O=c1cccccc1NN=C1CCCCC1	3.7%	14
CCOP(=O)(OCC)C(NC(=O)c1cccc([N+](=O)[O-])c1)C(Cl)(Cl)Cl (stereo not given)	-3.0%	-5
O=C(COc1ccccc1Cl)Nn1cnnc1	-3.6%	6
O=C(CSc1nnc(NC(=O)Cc2ccccc2)s1)NCC1CCCO1 (stereo not given)	-4.3%	1
Cc1cc(NC(=O)c2cc(C3CC3)on2)n(-c2ccccc2)n1	-3.2%	-3
Cc1cccc(C2N=C(N)Nc3nc4ccccc4n32)c1 (stereo not given)	1.8%	-2
CCCCC(=O)NC(c1ccco1)c1cc(Cl)c2cccnc2c1O (stereo not given)	9.8%	-11
N/C(=N\O)C1COc2ccccc2O1 (stereo not given)	-1.0%	-10
Cc1ccc(C)c(NC(=O)C(Sc2nnc(-c3cccs3)o2)c2ccccc2)c1 (stereo not given)	-2.9%	4
Cc1ccc2cc(CN(c3ccccc3)S(=O)(=O)c3ccccc3)c(=O)[nH]c2c1	1.6%	15
COc1ccc(Cc2n[nH]c(=S)o2)cc1	1.8%	2
Fc1cccc(Cl)c1/C=N/Nc1ccccn1	-4.4%	5
O=C(NC1=NCCS1)c1csc2ccccc12	2.8%	-1
O=[N+]([O-])c1ccc(CNC2CCCc3ccccc32)cc1 (stereo not given)	5.5%	18
CC(=O)N[C@@H](C)C(=O)OC(C)C(=O)Nc1cccc([N+](=O)[O-])c1 (stereo not given in full)	0.3%	4
CCN(CC)/C(Sc1ccccc1)=C(/C(Cl)=C(Cl)Cl)[N+](=O)[O-]	-3.5%	2
O=C(NCC(c1cccs1)N1CCOCC1)c1ccc(Br)o1 (stereo not given)	1.6%	4

Single records, from the list above. Screens in order: GlmU inhibition | RmlCD inh 1536
Cc1ccc2cc(CN(c3ccccc3)S(=O)(=O)c3ccccc3)c(=O)[nH]c2c1 across the screens: 1.6% | 15
O=C(NCC(c1cccs1)N1CCOCC1)c1ccc(Br)o1 (stereo not given) across the screens: 1.6% | 4
CC(=O)N[C@@H](C)C(=O)OC(C)C(=O)Nc1cccc([N+](=O)[O-])c1 (stereo not given in full) across the screens: 0.3% | 4
Fc1cccc(Cl)c1/C=N/Nc1ccccn1 across the screens: -4.4% | 5
Cc1ccc(C)c(NC(=O)C(Sc2nnc(-c3cccs3)o2)c2ccccc2)c1 (stereo not given) across the screens: -2.9% | 4

(list continues)
SMILES	GlmU inhibition	RmlCD inh 1536
CC(C(=O)Nc1ccccc1-c1ccccc1)N1CCN(C(=O)c2ccccc2)CC1 (stereo not given)	-9.0%	-7
COc1cc(S(=O)(=O)N2CCOCC2)ccc1NC(=O)COC(=O)C12CC3CC(CC(C3)C1)C2	8.3%	-7
COc1ccccc1-c1ccc(/C=N/O)o1	2.9%	4
CCOC(=O)c1ccc(N2C(=O)CC(N3CCC(Nc4ccc(F)cc4)CC3)C2=O)cc1 (stereo not given)	-2.1%	8
Cc1nn2c(N3CCN(C(=O)c4ccco4)CC3)cc(C(C)(C)C)nc2c1-c1ccccc1	-3.9%	-5
S=C1NCCOCCOCCOCCOCCNC(=S)NCCOCCOCCOCCOCCN1	3.8%	.
C=CCNC(=O)Cn1nc(-c2ccccc2)ccc1=O	5.8%	-51
CC(C)Cc1c(O)nc(SCCN2CCOCC2)[nH]c1=O	0.3%	11
COc1cccc(-n2c(N)c(C#N)c3ccc([N+](=O)[O-])cc3c2=O)c1	-2.7%	20
O=C(CSc1ccc(F)cc1)N1CCC(c2nc3ccccc3s2)CC1	.	5
O=C(CNC(=S)NC(=O)c1ccc(Br)o1)c1ccccc1	-1.8%	-7
O=C(CCN1CCCCCC1)Nc1ccc(F)cc1	-2.6%	.

These rows are one share of the data; count on the stated rates, not on these rows.
